ALOX12 inh = Primary qHTS assay for inhibitors of human arachidonate 12S-lipoxygenase (ALOX12): Round 2; 1.1% of 580,000 active; AID 1671190, 2021; purified 12hLO, xylenol orange hydroperoxide absorbance; Potency, µM (top dose mostly 108 µM), for the others: at the top dose activity change, negative = inhibition, most hits filed as inhibitors; note: potency is the fitted concentration of half-maximal effect; % is set by controls: 0 for no effect and ±100 for the full control effect
Target sequence (P18054 whole entry, looked up): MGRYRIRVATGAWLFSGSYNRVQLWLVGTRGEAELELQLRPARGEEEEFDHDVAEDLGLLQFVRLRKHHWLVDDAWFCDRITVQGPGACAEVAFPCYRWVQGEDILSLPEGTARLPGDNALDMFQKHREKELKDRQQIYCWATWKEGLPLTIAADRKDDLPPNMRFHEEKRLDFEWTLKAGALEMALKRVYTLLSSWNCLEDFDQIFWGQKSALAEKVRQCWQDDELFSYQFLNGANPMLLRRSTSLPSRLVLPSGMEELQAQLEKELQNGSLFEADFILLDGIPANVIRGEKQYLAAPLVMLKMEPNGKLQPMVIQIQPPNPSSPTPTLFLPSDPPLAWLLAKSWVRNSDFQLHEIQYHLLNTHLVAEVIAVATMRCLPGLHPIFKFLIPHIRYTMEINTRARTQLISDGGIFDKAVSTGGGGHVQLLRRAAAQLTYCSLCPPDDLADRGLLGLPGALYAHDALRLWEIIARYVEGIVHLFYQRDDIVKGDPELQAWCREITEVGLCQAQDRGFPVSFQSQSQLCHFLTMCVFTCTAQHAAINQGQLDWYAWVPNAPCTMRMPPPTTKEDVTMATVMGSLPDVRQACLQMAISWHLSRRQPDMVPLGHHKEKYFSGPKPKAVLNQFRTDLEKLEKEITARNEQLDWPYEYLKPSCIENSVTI
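Purified human 12hLO (150 nM final) in 25 mM Hepes, 0.01% Triton X-100, pH 7.0 was preincubated 15 min at room temperature with compound. Then 40 uM arachidonic acid was added, 30 min. Hydroperoxide was read by Fe-XO absorbance ratio 573/405 nm.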
LDHA block = qHTS assay for inhibitors of human lactate dehydrogenase; L-lactate dehydrogenase A chain (Homo sapiens), P00338; purified LDHA, NADH/diaphorase-resazurin fluorescence; stronger effect = lower value; activity change, % (values are at about 110 or 230 µM); 0.15% of 480,000 active; in the data active = activity change below about -30%; inconclusive = mostly about -25% to -30%;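 note: plate controls were DMSO wells for no effect and wells without enzyme for full effect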
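Remaining NADH was detected by diaphorase (0.133 mg/mL) converting 37 µM resazurin to fluorescent resorufin, read at 0 and 20 minutes. The preceding 5-minute room-temperature reaction used 2 nM LDHA, 0.2 mM sodium pyruvate and 0.06 mM NADH at pH 7.4.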
GRP78 ERSR act = qHTS for Inducers of the Endoplasmic Reticulum Stress Response (ERSR) in Human Glioma: qHTS. U87-MG GRP78 promoter luciferase reporter, 16 h. Potency, µM, for inactives: top-dose activation, usual class: activators. 0.02% of 420,000 active; note: potency is the fitted concentration of half-maximal effect; series mostly up to about 76 µM; % of control where 0% means no effect; nearly all actives have a fitted effect of over 35% in size
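Stably transfected U87-MG human glioma cells carrying a GRP78-based luminescent sensor were seeded at 1000 cells/well, pin-dosed with compounds and incubated 16 h. Luciferase reagent was then added, and end-point luminescence was read after 10 min at room temperature.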
* hit, by the source's call; & = joins results of further samples; ! = not confirmed by another sample. Unless noted, calls come from the whole dose curve; as a rule, active = well fitted curve in the direction sought with a large enough effect; inconclusive = small, poorly fitted or top-dose-only effect, or another doubt; inactive = no such curve, though single readings can be large; an effect the other way counts as inactive or inconclusive. The list is partial, so the mix of outcomes need not match the whole.

Screening COc1ccc(C2(c3ccc(OC)cc3)C=Cc3c(c(O)cc4ccccc34)O2)cc1 returned ALOX12 inh inconclusive and LDHA block 5.4.
CN(C)C(=O)CN1CCN(CC2CCCCC2)CC1 was read as ALOX12 inh 12.0% and LDHA block -5.4.
`OC(c1ccccc1)(c1ccccc1)C1CCN(CCCOc2ccccc2Cl)CC1` gave ALOX12 inh inconclusive and LDHA block 2.8.
`Cc1cc(C)cc(OCCN(C)C(=O)Cc2c[nH]c3ccccc23)c1` gave ALOX12 inh 3.4% and LDHA block -0.2.
`CSc1ccccc1C(=O)NC1CCC(C)CC1` (stereo unspecified) gave ALOX12 inh 19.2% and LDHA block -1.9.
For Cc1nc2c(C)cccn2c1/C(O)=C1\C(=O)C(=O)N(CCN2CCOCC2)C1c1ccccc1F (stereo unspecified) the results were ALOX12 inh inconclusive and LDHA block -0.3.
CCCCC1Cc2[nH]c(=S)[nH]c(=O)c2C(c2ccc(C(C)C)cc2)O1 (stereo unspecified) was read as ALOX12 inh 39.8µM* and LDHA block 2.5.
`O=C(Cn1nnc2sc(-c3ccccc3)cc2c1=O)Nc1ccccc1` gave ALOX12 inh -19.1% and LDHA block 1.6.
`O=C1NC[C@H](Cc2ccc(O)cc2)N(C[C@@H]2CCCN2C[C@H](Cc2ccccc2)N2C[C@H](Cc3ccc(O)cc3)N(CCc3ccccc3)C(=O)C2=O)C1=O` gave ALOX12 inh inconclusive and LDHA block -8.5.
Cc1ncsc1C(=O)/C=C/c1cccs1 was read as ALOX12 inh 29.9% and LDHA block 9.1.
For CC(OC(=O)c1ccc(-n2cnnn2)cc1)C(=O)Nc1ccc(N2CCOCC2)cc1 (stereo unspecified) the results were ALOX12 inh -9.4% and LDHA block 2.6.
Screening Cc1cccc(Cn2c(NCCCO)nc3c2c(=O)n(C)c(=O)n3C)c1 returned ALOX12 inh 22.6% and LDHA block 12.2.
For Cc1ccc(-n2nnnc2SCC(=O)N(Cc2ccco2)C2=CCCCC2)cc1C the results were ALOX12 inh inconclusive and LDHA block 9.8.
Cc1cc(C)cc(NC(=O)C2CCCCC2)c1 was read as ALOX12 inh 4.6% and LDHA block -0.5.
For COc1cc2c(cc1OC)CN(CC(=O)Nc1cc(C)cc(C)c1)CC2 the results were ALOX12 inh inconclusive and LDHA block 10.2.
CCC1c2ccsc2CCN1C(=O)COc1ccc2c(C)cc(=O)oc2c1 (stereo unspecified) was read as ALOX12 inh inconclusive and LDHA block 0.3.
Screening CS(=O)(=O)Oc1ccc2c(c1)O/C(=C\c1ccc(Cl)cc1)C2=O returned ALOX12 inh 0.2% and LDHA block -5.2.
`CCCn1c(N)c(-c2csc(NC)n2)c(=O)n(C)c1=O` gave ALOX12 inh 7.94µM* and LDHA block 1.9.
For Cc1cc(C)c2c(-n3cccc3)nn(CCCC(=O)Nc3ccc(F)cc3C)c2n1 the results were ALOX12 inh inconclusive and LDHA block 4.7.
`CCCCCCNC(=S)NNC(=O)c1cc(-c2ccccc2)nc2ccccc12` gave ALOX12 inh 23.5% and LDHA block 1.9.
For N#Cc1cc2ccccc2nc1N1CCCCC1 the results were ALOX12 inh inconclusive and LDHA block 12.3.
For CC(Sc1nnc2c(Cl)cc(C(F)(F)F)cn12)C(=O)c1ccc(C(C)(C)C)cc1 (stereo unspecified) the results were ALOX12 inh inconclusive and LDHA block 6.4.
For CNC(=O)CNC(=O)c1cccc(Br)c1 the results were ALOX12 inh 10.8% and LDHA block 17.5.
Screening CC(CCc1ccco1)NC(=O)c1ccc(Cl)c(S(=O)(=O)NC2CC2)c1 (stereo unspecified) returned ALOX12 inh -22.2% and LDHA block -2.4.
COc1ccc(N(C(C)C(=O)N(Cc2ccccc2)Cc2ccccc2)S(C)(=O)=O)cc1 (stereo unspecified) was read as ALOX12 inh 4.2% and LDHA block 0.4.
For O=C(Nc1cccc(F)c1)c1cccnc1NCc1ccccc1 the results were ALOX12 inh inconclusive and LDHA block 4.9.
For O=C(CCc1ncc(-c2ccc(F)cc2)o1)NCCc1ccccc1 the results were ALOX12 inh 0.3% and LDHA block 3.9.
COc1cc(C(=O)OCCCC(=O)c2ccc(Br)cc2)ccc1OCc1ccc(Cl)cc1 was read as ALOX12 inh -16.0% and LDHA block 0.5.
Cc1ccc2c(C)c(CCC(=O)Nc3ccc(C(N)=O)cc3)c(=O)oc2c1 was read as ALOX12 inh 6.1% and LDHA block -2.2.
COc1ccc(C(=O)Nc2ccc3oc(-c4ccccc4OC)cc(=O)c3c2)cc1 was read as ALOX12 inh inconclusive and LDHA block 11.3.
For COc1c(C)cc(Br)cc1C(=O)Nc1sc2c(c1C(N)=O)CCCCC2 the results were ALOX12 inh inconclusive and LDHA block 0.0.
`Cc1ccc(CNC(=O)c2ccc(-c3csc(C4CC4)n3)cc2)cc1` gave ALOX12 inh 0.5% and LDHA block 0.4.
Screening CC(Oc1ccc(C(F)(F)F)cc1)C(=O)NC1(C#N)CCCCC1 (stereo unspecified) returned ALOX12 inh -25.1% and LDHA block 8.3.
For c1ccc(Nc2ccc(-c3ccc(Nc4ccccc4)cc3)cc2)cc1 the results were ALOX12 inh inconclusive and LDHA block -2.1.
`CCOc1ccc(N2C(=O)c3n[nH]c(-c4ccco4)c3C2c2cccnc2)cc1` (stereo unspecified) gave ALOX12 inh inconclusive and LDHA block 3.6.
Screening Cc1ccccc1-n1c(SC(C)C(=O)c2ccc(Cl)cc2)nnc1N1CCOCC1 (stereo unspecified) returned ALOX12 inh -1.9% and LDHA block -8.2.
Screening CCc1ccc(C2=C(C)C(=NCC(=O)Nc3ccc(C)c(F)c3)NS2(=O)=O)cc1 returned ALOX12 inh -1.2% and LDHA block -4.9.
Cc1cccc(COC[C@H](Cc2ccccc2)N2CCN(C(=O)c3cccc(C)c3)CCC2=O)c1 was read as ALOX12 inh inconclusive, LDHA block -0.7 and GRP78 ERSR act -2.0%.
Screening O=C(O)CCC(=O)O returned ALOX12 inh 2.2%, LDHA block 0.5 and GRP78 ERSR act -2.5%.
Screening CN1CCN(c2ccc(Nc3c4ccccc4nc4ccccc34)cc2)CC1 returned ALOX12 inh inconclusive, LDHA block 7.9 and GRP78 ERSR act -7.8%.
Screening O=C(Oc1ccccc1)c1ccccc1O returned ALOX12 inh 1.1%, LDHA block 0.0 and GRP78 ERSR act 1.6%.
COc1ccc(C2OCC3(COC(C)=O)C(C)C=C(C)C2C3C)cc1 (stereo unspecified) was read as ALOX12 inh -27.5%, LDHA block -2.9 and GRP78 ERSR act -2.1%.
For O=C1NS(=O)(=O)c2ccccc21 the results were ALOX12 inh 12.6µM*!, LDHA block -0.3&-3.1 and GRP78 ERSR act -3.5%&-2.5%.
`Cc1ccc(S(=O)(=O)N2CCC(=O)N([C@H](COCc3ccccc3)Cc3ccccc3)CC2)cc1` gave ALOX12 inh inconclusive, LDHA block -7.9 and GRP78 ERSR act -4.5%.

From PubChem
